Screening results from PubChem BioAssay.
Tn6 DDE FP: DD(E)-Tn6 binding inhibition, primary FP screen; P02675; Fibrin DD(E) TRITC-Tn6 fluorescence polarization displacement; inhibition, % at 8.3 µM; hit rate 0.21% among 370,000; AID 720509;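 active = inhibition above a per-campaign cutoff: mean of compounds within control limits plus 3 SD, cut at about 15% in these data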;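 note: 0% = median of all compound wells on the plate and 100% = blocking peptide control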
ASAP1 GAP inh: inhibitors of human ASAP1 ArfGAP activity; Q9ULH1; ASAP1-stimulated ARF1 GTP hydrolysis, GDP FP detection; inhibition, % at 16.5 µM; hit rate 0.19% among 360,000; AID 624377; in the data active = inhibition above about 25%;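 note: 0% = vehicle with enzyme and substrate and 100% = no enzyme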
ADAM10 inh: inhibits human ADAM10; recombinant ADAM10, EDANS/DABCYL FRET peptide cleavage, 3 h; O14672; hit rate 0.62% among 370,000; inhibition, % at 7 µM;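 active = inhibition above a per-campaign cutoff equal to the mean of compounds falling between control-based bounds plus 3 SD, cut at about 20% in these data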;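 note: 0% = DMSO wells while the 100% control is not disclosed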
HGIII-sPLA2 inh: Blocks human group III sPLA2 activity; QFRET BODIPY PC-A2 liposome hydrolysis, fluorescence; Q9NZ20; hit rate 0.56% among 370,000; inhibition, % at 12.2 µM;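 active = inhibition above mean plus 3 SD of compounds lying within the high and low control bounds, cut at about 19% in these data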;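 note: 0% = median of test compound wells and 100% = no enzyme DMSO wells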
KLK7 zymogen act: activates the human kallikrein-7 zymogen; purified proKLK7, EDANS-DABCYL substrate fluorescence; 100% is mature enzyme control, 0% vehicle; P49862; AID 652039; hit rate 0.9% among 370,000; activation, % at 7 µM;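 active = activation above the mean of all tested compounds plus 3 SD, computed per campaign excluding outliers beyond control limits, cut at about 13% in these data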
GC-A act: GC-A (human) enzyme activation | HEK293 GC-A cells, cGMP TR-FRET, EC30 ANP; 0% at EC30 ANP, 100% saturating ANP | hit rate 0.14% among 370,000 | activation, % at 10 µM | P16066; in the data active = activation above about 40%
Target sequence (P16066 whole entry, looked up): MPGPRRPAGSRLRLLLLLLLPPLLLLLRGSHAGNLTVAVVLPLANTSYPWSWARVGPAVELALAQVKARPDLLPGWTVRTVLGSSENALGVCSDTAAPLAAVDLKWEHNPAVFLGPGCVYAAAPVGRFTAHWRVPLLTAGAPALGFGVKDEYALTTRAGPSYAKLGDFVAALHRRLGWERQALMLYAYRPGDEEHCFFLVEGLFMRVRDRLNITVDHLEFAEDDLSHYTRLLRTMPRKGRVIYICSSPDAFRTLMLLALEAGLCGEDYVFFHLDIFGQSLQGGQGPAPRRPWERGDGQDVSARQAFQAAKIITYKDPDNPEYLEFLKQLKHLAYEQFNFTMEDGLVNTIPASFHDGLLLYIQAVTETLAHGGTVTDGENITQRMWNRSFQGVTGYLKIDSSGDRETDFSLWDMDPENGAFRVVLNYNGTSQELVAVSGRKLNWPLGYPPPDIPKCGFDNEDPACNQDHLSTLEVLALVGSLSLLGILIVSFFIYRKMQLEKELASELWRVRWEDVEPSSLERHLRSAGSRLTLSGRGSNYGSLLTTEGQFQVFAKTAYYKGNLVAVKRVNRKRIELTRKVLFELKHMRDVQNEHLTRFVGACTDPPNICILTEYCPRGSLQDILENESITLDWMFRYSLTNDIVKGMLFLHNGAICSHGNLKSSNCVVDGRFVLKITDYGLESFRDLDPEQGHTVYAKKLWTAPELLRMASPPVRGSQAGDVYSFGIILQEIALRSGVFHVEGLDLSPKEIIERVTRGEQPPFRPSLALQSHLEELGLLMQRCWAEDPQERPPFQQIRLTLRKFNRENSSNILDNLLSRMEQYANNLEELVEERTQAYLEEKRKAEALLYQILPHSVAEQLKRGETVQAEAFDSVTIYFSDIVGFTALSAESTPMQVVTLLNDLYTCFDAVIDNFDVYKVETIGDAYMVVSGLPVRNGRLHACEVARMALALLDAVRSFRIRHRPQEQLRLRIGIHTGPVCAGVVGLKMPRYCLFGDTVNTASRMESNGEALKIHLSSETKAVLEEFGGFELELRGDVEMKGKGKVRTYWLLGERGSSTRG
ARFGAP1 inh: inhibits rat ARF GTPase activating protein 1; Q62848; Arfgap1-stimulated ARF1 GTP hydrolysis, GDP FP detection; inhibition, % at 16.5 µM; hit rate 0.26% among 360,000; AID 651572;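 active = inhibition above a per-plate limit, mean inhibition of low control wells plus 3 SD, cut at about 25% in these data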;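 note: 0% = DMSO wells with enzyme and 100% = wells lacking Arfgap1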
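Assay system: Rat Arfgap1 GAP domain (His6, aa 1-136), purified enzyme | Buffer or medium: HEPES 25 mM pH 7.5, NaCl 150 mM, MgCl2, DTT | Schedule: GTP hydrolysis reaction 2 h at 25 °C | Signal: FP of antibody-bound GDP Alexa 633 tracer, ex 620/em 688 nm | Measure: Percent inhibition of Arfgap1-stimulated GTP hydrolysis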
rCAG RNA binder: r(CAG) repeat RNA binding. inhibition, % at 3 µM. hit rate 1.3% among 370,000. TO-PRO-1 dye displacement fluorescence;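 active = inhibition above the plate cutoff, the mean of all test compounds on that plate plus 3 SD, cut at about 35% in these data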;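 note: 0% = DMSO alone and 100% = 100 µM mitoxantrone as full dye displacement; higher means more dye released from RNA so lower well fluorescence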
FXN GAA850 act: increases GAA850 frataxin promoter reporter activity; HEK293 lucGAA850 FXN promoter luciferase reporter, 24 h; percent of 10 µM SAHA response; activation, % at 6 µM; hit rate 0.56% among 360,000;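 active = activation above the average of all compounds screened plus 3 SD, cutoff fixed separately per campaign, cut at about 7.5% in these data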;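 note: 0% = DMSO wells and 100% = 10 µM SAHA wells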
GC-B act: GC-B (human) receptor activation; activation, % at 10 µM; P20594; HEK293-GC-B cells, CNP EC30, cGMP TR-FRET; 0% at EC30 CNP, 100% saturating CNP; AID 1920062; hit rate 0.11% among 370,000;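 active = activation at 10 µM reaching about 35% in either raw or pattern-adjusted values, limit read from the data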
Numbers without * were called inactive; x = not tested or not shown.

1) Cc1ccccc1Cn1c(C)c(C(=O)NCc2ccc(Cl)c(Cl)c2)sc1=O
2) Cc1ccc(N=C2NC(=O)/C(=C/c3cccn3C)S2)cc1C
3) COc1ccc(C2c3[nH]c4ccccc4c3C[C@H]3C(=O)N(CCCO)CC(=O)N23)cc1OC (stereo not given in full)
4) COc1ccc(S(=O)(=O)NCCNC(=O)N2CCOCC2)cc1
5) CCCOc1cc(C)c(S(=O)(=O)N2CCN(C)CC2)cc1C
assay / entry	1	2	3	4	5
Tn6 DDE FP	1	8	2	1	-8
ASAP1 GAP inh	-1	-4	-2	-1	-6
ADAM10 inh	1	2	0	6	3
HGIII-sPLA2 inh	-5	-11	8	-3	-11
KLK7 zymogen act	0.4	-0.6	0.0	-0.5	0.1
GC-A act	-4	0	3	-3	3
ARFGAP1 inh	4	-2	4	-6	-14
rCAG RNA binder	2	9	1	2	-4
FXN GAA850 act	-0.9	3.1	1.5	1.0	-1.4
GC-B act	2	-9	-1	1	4

6) O=c1c2ccccc2nc2n1CCN2
7) COc1ccc2[nH]c(C)c(CCN(Cc3cccs3)C(=S)Nc3ccccc3OC)c2c1
8) O=[N+]([O-])c1ccc2nc(-c3ccccc3)n(OCc3ccc(Cl)cc3)c2c1
9) CCOC(=O)C1=C(CSc2nc(CC)c(C)cc2C#N)OC(N)=C(C#N)C1c1ccccc1 (stereo not given)
10) O=C(CN(CC1CCCO1)C(=O)CNS(=O)(=O)c1ccccc1)NCCc1ccccc1 (stereo not given)
assay / entry	6	7	8	9	10
Tn6 DDE FP	-1	6	9	-4	-3
ASAP1 GAP inh	2	4	12	14	-1
ADAM10 inh	-207	-13	-2	-78	-3
HGIII-sPLA2 inh	0	1	1	-12	12
KLK7 zymogen act	-0.6	-1.3	0.5	9.6	-0.9
GC-A act	6	-1	11	-3	1
ARFGAP1 inh	-7	1	8	0	7
rCAG RNA binder	-1	14	6	6	-1
FXN GAA850 act	2.8	-1.3	6.8	1.3	0.2
GC-B act	4	-4	10	-1	3

11) CCCCCCC1CC(C)(C(=O)CNc2nncs2)OC1=O (stereo not given)
12) COc1ccc(CN2CCC(=O)N([C@H](CO)CC(C)C)CC2)cc1OC
13) CN1CCN(CCCNC(=O)C2CCN(c3nnc(-n4cccc4)s3)CC2)CC1
14) CCN(CC)c1ccc(NC(=O)C2CCCC2)cc1
15) COc1ccc(CCNC(=O)Cn2cnc3c(nnn3Cc3ccc(C)cc3)c2=O)cc1OC
assay / entry	11	12	13	14	15
Tn6 DDE FP	3	1	5	-3	11
ASAP1 GAP inh	-1	-2	3	14	5
ADAM10 inh	6	5	2	-10	4
HGIII-sPLA2 inh	-1	-2	-1	17	-1
KLK7 zymogen act	-0.1	-0.5	0.5	0.1	0.4
GC-A act	8	2	2	-1	6
ARFGAP1 inh	2	0	-1	-1	-17
rCAG RNA binder	-5	-6	-3	0	-1
FXN GAA850 act	7.4	0.3	-1.0	2.5	1.1
GC-B act	1	4	3	-6	6

16) COc1ccc(C2=CSC3=NCCN23)cc1[N+](=O)[O-]
17) CC(=O)Nn1c(COc2ccccc2C)nc2ccccc2c1=O
18) C=CCNC(=O)c1cccn1-c1ccsc1C(=O)OC
19) CCN1CCc2c(sc(NC(=O)COc3ccccc3)c2C(=O)OC)C1
20) O=C(NNC(=O)c1nn(-c2ccc(F)cc2)ccc1=O)Nc1cccc(Cl)c1
assay / entry	16	17	18	19	20
Tn6 DDE FP	-5	1	-3	7	9
ASAP1 GAP inh	3	-1	-6	6	-2
ADAM10 inh	-2	1	1	-13	-7
HGIII-sPLA2 inh	-4	4	0	-7	8
KLK7 zymogen act	-0.1	-0.9	0.0	0.3	-0.2
GC-A act	1	0	-2	-1	0
ARFGAP1 inh	3	-11	-6	-1	7
rCAG RNA binder	5	1	1	-11	-1
FXN GAA850 act	-0.8	-2.0	0.3	1.0	0.9
GC-B act	3	1	5	-1	4

21) Clc1ccc(-n2nnnc2CN2CCCCC2)cc1Cl
22) O=C1CN(c2ccccc2)C(=O)N1
23) CCCCS(=O)(=O)N1CCCC(C(=O)Nc2ccc(Cl)cn2)C1 (stereo not given)
24) O=C(CN(CC1CCCO1)C(=O)Cn1nnc(-c2ccc(F)cc2)n1)NC1CCCCC1 (stereo not given)
25) COc1ccccc1NC(=O)N1CCN(S(C)(=O)=O)CC1
assay / entry	21	22	23	24	25
Tn6 DDE FP	-1	-3	6	-3	2
ASAP1 GAP inh	6	9	-1	6	5
ADAM10 inh	5	5	-4	-1	3
HGIII-sPLA2 inh	5	3	2	-4	11
KLK7 zymogen act	0.6	-0.7	0.0	-0.8	0.2
GC-A act	-1	2	5	3	5
ARFGAP1 inh	10	12	1	1	8
rCAG RNA binder	-3	0	-3	-4	2
FXN GAA850 act	-0.1	-0.7	0.8	0.3	1.2
GC-B act	1	2	-1	3	0

26) Cc1ccc(N2N=C(c3ccc(F)cc3)CC2c2ccco2)cc1 (stereo not given)
27) CCn1c(COc2ccccc2)nnc1SCC(=O)Nc1ccc(N2CCOCC2)cc1
28) FC(F)(F)Oc1ccc(NC(=S)NCc2ccccc2)cc1
29) COc1cc(OC)c(CN2CCCCCCC2)cc1Br
30) CCOc1ccc(C(=O)NCC(=O)NC(C)c2ccc(-n3ccnc3)cc2)cc1OCC (stereo not given)
assay / entry	26	27	28	29	30
Tn6 DDE FP	2	-7	7	0	3
ASAP1 GAP inh	9	5	-2	-17	-17
ADAM10 inh	-218	3	10	-4	14
HGIII-sPLA2 inh	-1	4	1	11	-2
KLK7 zymogen act	-0.3	0.4	0.7	-0.3	0.1
GC-A act	8	-5	3	-12	1
ARFGAP1 inh	8	-7	5	2	12
rCAG RNA binder	-1	0	-1	3	-3
FXN GAA850 act	0.3	-1.1	1.3	-1.1	-2.1
GC-B act	-3	-4	6	-9	-1

31) S=c1[nH]nc(-c2n[nH]c3c2CCC3)n1N=Cc1cccs1
32) O=C(/C=C/c1cn(-c2ccccc2)nc1-c1cccs1)NCCN1CCOCC1
33) Cc1ccc(S(=O)(=O)N2CCCN(C)c3nc4ccccc4nc32)cc1
34) Cc1nnc(SCC(=O)Nc2ccc(Cl)cn2)s1
35) COc1ccccc1C(=O)NNC(=O)c1ccccc1
assay / entry	31	32	33	34	35
Tn6 DDE FP	12	0	-3	-6	0
ASAP1 GAP inh	x	14	-1	-6	-5
ADAM10 inh	-6	-367	-95	3	7
HGIII-sPLA2 inh	11	-21	-4	8	3
KLK7 zymogen act	1.3	-19	-1.1	-0.3	-0.7
GC-A act	1	-5	4	-1	0
ARFGAP1 inh	x	22	1	-1	4
rCAG RNA binder	4	3	6	-4	-2
FXN GAA850 act	x	-0.3	-0.8	1.4	5.9
GC-B act	-7	-5	-1	1	1

36) Cc1cn(C2OC(CC(=O)Oc3ccccc3)C(O)C2O)c(=O)[nH]c1=O (stereo not given)
37) Cc1ccc(S(=O)(=O)N(CC(=O)N/N=C/c2ccc(F)cc2)c2cccc3cccnc23)cc1
38) Cc1ccc2cccc(S(=O)(=O)Nc3ccc4c(c3)OCO4)c2n1
39) COc1ccccc1CN(Cc1cc2cc(C)ccc2[nH]c1=O)Cc1nnnn1Cc1ccco1
40) COC(=O)c1ccc(C2CC(=O)Nc3cc(OC)c(OC)cc32)cc1 (stereo not given)
assay / entry	36	37	38	39	40
Tn6 DDE FP	0	-3	-1	-4	-3
ASAP1 GAP inh	-12	8	-4	8	1
ADAM10 inh	-1	6	2	-10	4
HGIII-sPLA2 inh	1	-6	1	-14	0
KLK7 zymogen act	0.6	1.2	-0.1	-0.5	0.0
GC-A act	3	1	-11	-12	2
ARFGAP1 inh	-3	12	-5	5	8
rCAG RNA binder	-3	11	9	0	-6
FXN GAA850 act	1.4	-4.8	0.5	0.7	2.8
GC-B act	2	3	-7	-8	-6

41) Cc1nc2ccccn2c1C(=O)NCC(C)C
42) CCOC(CNC(=O)c1nnc(Cc2cc(OC)c(OC)c(OC)c2)o1)OCC
43) CC(C)(CN1CCN(Cc2ccccc2)CC1)NS(=O)(=O)c1ccc(Cl)cc1
44) N#C/C(=C\c1ccc(Cl)cc1)c1nc2ncccc2[nH]1
45) O=C(COc1c(Cl)cccc1Cl)NN1C(=O)CSC1=S
assay / entry	41	42	43	44	45
Tn6 DDE FP	-11	-1	-1	-4	-6
ASAP1 GAP inh	10	18	-2	-1	3
ADAM10 inh	2	5	2	-472	1
HGIII-sPLA2 inh	2	4	-22	-12	4
KLK7 zymogen act	0.3	0.3	0.8	-10	0.2
GC-A act	6	0	-2	-3	0
ARFGAP1 inh	15	-4	3	2	-3
rCAG RNA binder	0	-2	-8	16	6
FXN GAA850 act	-0.5	0.9	-2.8	0.6	0.5
GC-B act	5	7	-10	-18	2

Part of the list above, reduced to ADAM10 inh and GC-B act.
no.	structure	ADAM10 inh	GC-B act
16	COc1ccc(C2=CSC3=NCCN23)cc1[N+](=O)[O-]	-2	3
17	CC(=O)Nn1c(COc2ccccc2C)nc2ccccc2c1=O	1	1
18	C=CCNC(=O)c1cccn1-c1ccsc1C(=O)OC	1	5
19	CCN1CCc2c(sc(NC(=O)COc3ccccc3)c2C(=O)OC)C1	-13	-1

(further entries)
46) CCC(=O)Nc1ccc2nc(C)n(CC(=O)Nc3ccccc3)c(=O)c2c1
47) CN(CC(=O)NCC1CCCCC1)CC(=O)Nc1ccc(F)cc1
48) Fc1ccc2cc(-c3ccccc3)ncc2c1
49) CCn1c(Cc2ccccc2)nnc1SC(C)C(=O)NC1CC1 (stereo not given)
50) COc1ccccc1N(CC(=O)N1CCOCC1)S(C)(=O)=O
assay / entry	46	47	48	49	50
Tn6 DDE FP	-5	-3	10	3	0
ASAP1 GAP inh	5	-10	7	-9	-1
ADAM10 inh	-52	0	-6	-11	9
HGIII-sPLA2 inh	4	-4	9	5	4
KLK7 zymogen act	-0.1	-0.2	0.1	0.1	-0.7
GC-A act	4	-4	5	2	2
ARFGAP1 inh	9	-4	-4	-1	-4
rCAG RNA binder	7	-2	4	-3	1
FXN GAA850 act	0.1	1.4	6.7	2.9	-0.1
GC-B act	0	-3	-7	4	1

51) COCc1c(C(=O)OCC(=O)N2CCCC2=O)oc2ccccc12
52) COc1ccc(NC(=O)CN(C)C(=O)Cc2ccc(S(=O)(=O)N3CCOCC3)s2)cc1
53) C/C(=N\NC(=O)c1ccc(C(=O)N/N=C(\C)c2ccco2)o1)c1ccco1
54) Cc1ccc(CC2CC(=O)N(c3ccncc3)C2=O)cc1 (stereo not given)
55) CCSc1ccccc1-c1nc(-c2ccncc2)no1
56) CCOC(=O)c1cnc2ccc(C)cc2c1NCCO
57) COc1ccc(NS(=O)(=O)c2csc(C(=O)N3CCCC3)c2)c(OC)c1
58) C=CCNC(=S)NNC(=O)C(CC(C)C)CC(C)O (stereo not given)
assay / entry	51	52	53	54	55	56	57	58
Tn6 DDE FP	0	-11	-11	5	0	1	-8	8
ASAP1 GAP inh	-7	-1	-3	2	3	-4	-11	-4
ADAM10 inh	-11	-9	-6	-6	1	-24	7	-1
HGIII-sPLA2 inh	13	-2	5	2	-7	2	4	3
KLK7 zymogen act	-0.4	-0.3	-2.3	0.4	-0.1	0.8	0.7	0.0
GC-A act	0	-1	-4	0	-2	17	-2	-3
ARFGAP1 inh	-8	12	6	0	-18	9	3	-6
rCAG RNA binder	5	13	4	-5	-2	2	-1	0
FXN GAA850 act	5.3	1.9	0.8	-2.5	0.0	-2.7	-1.2	0.8
GC-B act	-2	3	-2	3	-3	-7	0	-2
